Bioassay records from PubChem.
C diff HTS: inhibitors of Clostridium difficile growth | actives 0.25% (n = 86,000) | Clostridium difficile clinical isolate growth, OD600, 24 h; hits give low values | growth activity, negative = inhibition, % at 16 µg/mL (by protocol);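 active means mean growth activity at or below -80% and every replicate also at or below -80%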;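 further: 0% = DMSO wells and -100% = levofloxacin 16 µg/mL wells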
GASC1 inh: blocks human GASC-1 (KDM4C) demethylase activity; Q9H3R0; inhibition, % at 12.5 µM; AID 720574; actives 0.15% (n = 96,000); GST-KDM4C 2-372, H3K9me3 peptide, LANCE TR-FRET;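 active means mean replicate inhibition above about 25%, with at least 55% of replicates also reaching it, limit read from the data, passing the limit was not always enough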
Target sequence (Q9H3R0 2-372 limits assumed): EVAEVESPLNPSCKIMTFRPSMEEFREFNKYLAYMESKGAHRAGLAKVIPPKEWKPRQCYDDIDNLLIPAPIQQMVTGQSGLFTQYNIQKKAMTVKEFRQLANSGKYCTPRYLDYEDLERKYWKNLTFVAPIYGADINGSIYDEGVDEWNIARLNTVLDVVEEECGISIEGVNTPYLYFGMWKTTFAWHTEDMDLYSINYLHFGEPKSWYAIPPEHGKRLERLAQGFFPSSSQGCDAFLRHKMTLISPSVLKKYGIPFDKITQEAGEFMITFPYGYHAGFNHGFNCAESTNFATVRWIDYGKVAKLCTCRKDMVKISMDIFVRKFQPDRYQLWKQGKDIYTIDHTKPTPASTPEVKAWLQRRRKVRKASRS
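Test system: N-terminal GST-fused human GASC-1 (KDM4C) fragment, residues 2-372; quantity: GASC-1 enzyme at 10 nM final in reaction; dosing: single dose; schedule: 30 min demethylation and 1 h detection at room temperature; signal: LANCE TR-FRET, excitation 340 nm, emissions 618 and 671 nm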
Tcruzi prolif: T. cruzi proliferation inhibition | T. cruzi beta-gal in NIH3T3, GalScreen luminescence, 90 h | inhibition, % at 8.34 µM | actives 5.9% (n = 77,000) | AID 624255;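 active means mean inhibition above about 93%, with at least 55% of replicates each passing it, limit read from the data, passing the limit was not always enough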
Pf Dd2 growth: blocks growth of Plasmodium falciparum Dd2 parasites | P. falciparum Dd2 growth, SYBR Green, 72 h; hits give low values | actives 2.3% (n = 94,000) | activity change, % at 10 µM; in the data active means activity change below about -80%
* marks the source's active call; other numbers are inactive results; . = not tested or not shown; & = joins results of further samples.

SMILES	C diff HTS	GASC1 inh	Tcruzi prolif	Pf Dd2 growth
COc1cccc(C#Cc2ccc([C@@H]3[C@@H](CO)N4C(=O)CN(S(=O)(=O)c5ccccc5C)C[C@H]34)cc2)c1	6	-1.5	.	-41
C[C@@H]1CN([C@H](C)CO)C(=O)c2cc(NC(=O)Cn3cnnn3)ccc2O[C@H]1CN(C)CC1CCCCC1	2	2.0	19	1
C[C@H](CO)N1C[C@H](C)[C@@H](CN(C)S(=O)(=O)c2cccs2)OCCCC[C@H](C)Oc2ccc(NC(=O)c3ccncc3)cc2C1=O	.	-1.1	.	-35
N#Cc1cccc(-c2ccc3c(c2)[C@H]2[C@H](CCN2C(=O)c2ccncc2)[C@@H](CO)N3)c1	-3	-2.9	75	-27
C[C@H](CO)N1C[C@H](C)[C@@H](CN(C)C(=O)Nc2ccc3c(c2)OCO3)Oc2ccc(NC(=O)Cn3cnnn3)cc2CC1=O	-6	0.2	8	25
O=C(C[C@@H]1C[C@H]2c3cc(NC(=O)Cc4ccncc4)ccc3O[C@H]2[C@@H](CO)O1)NCc1ccccn1	.	0.1	-50	14
O=C(NC1CCC1)[C@@H]1[C@@H](CO)[C@@H]2Cn3c(ccc(-c4ccccc4)c3=O)[C@@H]2N1CC1CC1	10	5.3	.	19
C[C@H]1CN([C@@H](C)CO)S(=O)(=O)c2ccc(C#CC3CCCC3)cc2O[C@H]1CN(C)C(=O)Nc1cc(F)ccc1F	11	-0.9	.	-11
COCC(=O)Nc1ccc2c(c1)[C@H]1C[C@@H](CC(=O)NCC(F)(F)F)O[C@@H](CO)[C@H]1O2	0	0.1	.	17
C[C@@H]1CN([C@H](C)CO)C(=O)c2cccc(NC(=O)Nc3ccc(C(F)(F)F)cc3)c2O[C@H]1CN(C)Cc1ccc(C(F)(F)F)cc1	28	0.9	62	32
CO[C@H]1CN(C)C(=O)c2cc(NC(=O)c3nc4ccccc4s3)ccc2OC[C@H](C)N(Cc2ccncc2)C[C@H]1C	-4	.	90	.
C[C@@H]1CN([C@H](C)CO)S(=O)(=O)c2ccc(C#CC3CCCCC3)cc2O[C@@H]1CN(C)C(=O)Cc1ccncc1	.	-2.6	23	-20
C[C@H](CO)N1C[C@H](C)[C@@H](CN(C)C(=O)NC2CCCCC2)Oc2ccc(NC(=O)CCN3CCOCC3)cc2C1=O	-5&-5	0.3	.	2
C[C@@H]1CCCCO[C@H](CN(C)C(=O)Nc2ccc3c(c2)OCO3)[C@@H](C)CN([C@@H](C)CO)C(=O)c2cc(NS(=O)(=O)c3cn(C)cn3)ccc2O1	1	1.8	38	1
C[C@@H]1CN([C@@H](C)CO)C(=O)c2cccc(NC(=O)C3CCOCC3)c2O[C@H]1CN(C)S(=O)(=O)c1ccc(Cl)cc1	0	-2.2	-6	0
COc1ccc(S(=O)(=O)N(C)C[C@@H]2Oc3ccc(NC(=O)Cc4cn(C)c5ccccc45)cc3CC(=O)N([C@@H](C)CO)C[C@@H]2C)cc1	1	-0.3	13	-19
O=C(Nc1ccccc1F)N1CCCCN2[C@H](C1)[C@H](c1ccc(C#Cc3ccccc3)cc1)[C@@H]2CO	-5	0.9	69	-26
COCC#Cc1cnc2c(c1)C(=O)N([C@@H](C)CO)C[C@@H](C)[C@@H](CN(C)Cc1ccc(F)cc1)O2	-1	-1.1	-16	-14
COc1ccc(S(=O)(=O)N(C)C[C@H]2Oc3ccc(NC(=O)Nc4ccc(F)cc4)cc3CC(=O)N([C@H](C)CO)C[C@H]2C)cc1	2	-1.0	-22	7
O=C(C[C@@H]1C[C@@H]2c3cc(NC(=O)Cc4ccncc4)ccc3O[C@@H]2[C@H](CO)O1)NCc1cccnc1	1	2.0	5	10
C[C@@H]1CCCCO[C@H](CN(C)S(=O)(=O)c2cccs2)[C@@H](C)CN([C@@H](C)CO)C(=O)c2cc(NS(=O)(=O)c3ccc(F)cc3)ccc2O1	-9	11	82	.
CO[C@@H]1CN(C)C(=O)c2cc(NC(=O)c3ccccc3)ccc2OC[C@H](C)N(C)C[C@H]1C	-4	-0.4	-41	33
C[C@H](CO)N1C[C@H](C)[C@H](CN(C)C(=O)NC2CCCCC2)OCCCC[C@H](C)Oc2ccc(NC(=O)CCC(F)(F)F)cc2C1=O	-1	-0.6	38	-46
Cc1cc(C(=O)Nc2ccc3c(c2)C(=O)N(C)[C@@H]2CC[C@H](CC(=O)O)O[C@@H]2CO3)no1	-5	1.6	12	4
C[C@@H]1CN([C@H](C)CO)C(=O)c2cc(NC(=O)NC3CCCCC3)ccc2O[C@@H](C)CCCCO[C@H]1CN(C)S(=O)(=O)c1ccccc1	0	-0.9	.	-78
O=C(C[C@H]1CC[C@@H](NC(=O)Nc2ccccc2)[C@@H](CO)O1)NCc1ccccn1	1	0.3	-31	-15
C[C@@H]1CCCCO[C@@H](CN(C)CC2CC2)[C@H](C)CN([C@H](C)CO)C(=O)c2cc(NS(=O)(=O)c3ccccc3)ccc2O1	.	-0.8	61	-39
COCc1cn(CC[C@H]2CC[C@@H](NC(=O)Nc3ccc(F)cc3)[C@H](CO)O2)nn1	-2	-0.1	31	1
CCC(=O)Nc1ccc2c(c1)OC[C@H](C)N(Cc1ccncc1)C[C@H](C)[C@H](OC)CN(C)C2=O	.	0.8	26	-8
N#C[C@@H]1[C@H](c2ccc(-c3cncnc3)cc2)[C@@H](CO)N1C(=O)Cc1ccccc1	-10	4.7	88	31
CC(C)NC(=O)Nc1ccc2c(c1)C(=O)N([C@@H](C)CO)C[C@@H](C)[C@H](CN(C)S(=O)(=O)c1cn(C)cn1)OCCCC[C@@H](C)O2	6	0.5	-28	11
COc1ccc(NC(=O)Nc2ccc3c(c2)C(=O)N([C@H](C)CO)C[C@@H](C)[C@@H](CN(C)C(=O)NC(C)C)OCCCC[C@H](C)O3)cc1	3	0.6	39	1
COc1ccccc1S(=O)(=O)N[C@H]1C=C[C@H](CC(=O)NCc2cc(F)cc(F)c2)O[C@@H]1CO	.	0.5	-11	3
Cc1noc(C)c1S(=O)(=O)Nc1ccc2c(c1)C(=O)N([C@@H](C)CO)C[C@H](C)[C@H](CN(C)Cc1ccc(C(F)(F)F)cc1)O2	0	-0.7	45	12
COc1ccc(CNC(=O)C[C@@H]2CC[C@@H]3[C@H](COc4ccc(NC(C)=O)cc4C(=O)N3C)O2)cc1	12	3.5	78	6
C[C@@H]1CCCCO[C@@H](CN(C)CC2CC2)[C@H](C)CN([C@@H](C)CO)C(=O)c2cc(NC(=O)c3ccccc3)ccc2O1	-9	0.2	.	-6
CN1C(=O)c2cc(NC(=O)c3cccs3)ccc2OC[C@@H]2O[C@H](CC(=O)NCC3CC3)CC[C@@H]21	1	-1.1	-26	-3
C/C=C/c1ccc2c(c1)O[C@@H](CN(C)C(=O)Nc1ccc(C(F)(F)F)cc1)[C@H](C)CN([C@H](C)CO)S2(=O)=O	1	0.2	112*	-17
Cc1ccc(S(=O)(=O)Nc2ccc3c(c2)C(=O)N([C@@H](C)CO)C[C@H](C)[C@@H](CN(C)Cc2ccccc2)O3)cc1	-2	0.2	28	1
C[C@@H]1CCCCO[C@H](CN(C)C(=O)Cc2ccccc2)[C@@H](C)CN([C@@H](C)CO)C(=O)c2cc(NS(=O)(=O)c3cn(C)cn3)ccc2O1	1	0.0	-18	-6
C[C@H](CO)N1C[C@H](C)[C@@H](CN(C)Cc2ccccc2)Oc2ccc(NC(=O)CCN3CCOCC3)cc2CC1=O	-2	3.5	21	-34
COCC(=O)N1C[C@H](C)[C@@H](OC)CN(C)C(=O)c2ccc(NC(=O)NC(C)C)cc2OC[C@@H]1C	1	1.6	.	-1
Cc1noc(C)c1S(=O)(=O)Nc1cccc2c1O[C@H](CN(C)S(=O)(=O)c1ccc(F)cc1)[C@H](C)CN([C@@H](C)CO)C2=O	-8	1.9	-2	-12
COCCNC(=O)C[C@H]1CC[C@H]2[C@@H](COC[C@@H](O)CN2S(=O)(=O)c2ccccc2C)O1	.	0.2	-5	1
COc1cccc(S(=O)(=O)Nc2ccc3c(c2)[C@H]2C[C@H](CC(=O)NCc4ccccc4F)O[C@@H](CO)[C@H]2O3)c1	8	-1.4	-30	-28
CO[C@@H]1CN(C)C(=O)c2cc(NS(=O)(=O)c3ccccc3Cl)ccc2OC[C@H](C)NC[C@@H]1C	.	1.3	-19	33
O=C(C[C@H]1C[C@H]2c3cc(NC(=O)Nc4ccccc4F)ccc3O[C@H]2[C@@H](CO)O1)NCc1ccncc1	1	-1.9	-25	28
CCC(=O)N1CC(=O)N2[C@H](CO)[C@@H](c3ccc(-c4ccccc4F)cc3)[C@H]2C1	-13	0.0	.	37
CCCC#Cc1ccc2c(c1)O[C@@H](CN(C)C(C)=O)[C@H](C)CN([C@@H](C)CO)S2(=O)=O	-1	0.2	-3	-34
CCCc1cn(CC[C@@H]2CC[C@@H](NC(=O)Cc3cccnc3)[C@@H](CO)O2)nn1	-8	.	-37	8

Taken from the listing for reference:
SMILES	C diff HTS	GASC1 inh	Tcruzi prolif	Pf Dd2 growth
C[C@H](CO)N1C[C@H](C)[C@@H](CN(C)Cc2ccccc2)Oc2ccc(NC(=O)CCN3CCOCC3)cc2CC1=O	-2	3.5	21	-34
COCC(=O)N1C[C@H](C)[C@@H](OC)CN(C)C(=O)c2ccc(NC(=O)NC(C)C)cc2OC[C@@H]1C	1	1.6	.	-1
Cc1noc(C)c1S(=O)(=O)Nc1cccc2c1O[C@H](CN(C)S(=O)(=O)c1ccc(F)cc1)[C@H](C)CN([C@@H](C)CO)C2=O	-8	1.9	-2	-12
COCCNC(=O)C[C@H]1CC[C@H]2[C@@H](COC[C@@H](O)CN2S(=O)(=O)c2ccccc2C)O1	.	0.2	-5	1
COc1cccc(S(=O)(=O)Nc2ccc3c(c2)[C@H]2C[C@H](CC(=O)NCc4ccccc4F)O[C@@H](CO)[C@H]2O3)c1	8	-1.4	-30	-28
CO[C@@H]1CN(C)C(=O)c2cc(NS(=O)(=O)c3ccccc3Cl)ccc2OC[C@H](C)NC[C@@H]1C	.	1.3	-19	33
O=C(C[C@H]1C[C@H]2c3cc(NC(=O)Nc4ccccc4F)ccc3O[C@H]2[C@@H](CO)O1)NCc1ccncc1	1	-1.9	-25	28
CCC(=O)N1CC(=O)N2[C@H](CO)[C@@H](c3ccc(-c4ccccc4F)cc3)[C@H]2C1	-13	0.0	.	37
CCCC#Cc1ccc2c(c1)O[C@@H](CN(C)C(C)=O)[C@H](C)CN([C@@H](C)CO)S2(=O)=O	-1	0.2	-3	-34
CCCc1cn(CC[C@@H]2CC[C@@H](NC(=O)Cc3cccnc3)[C@@H](CO)O2)nn1	-8	.	-37	8

(cont.)
SMILES	C diff HTS	GASC1 inh	Tcruzi prolif	Pf Dd2 growth
O=C(C[C@H]1C[C@@H]2c3cc(NC(=O)CC4CC4)ccc3O[C@@H]2[C@@H](CO)O1)NCCN1CCCCC1	1	-0.7	-38	17
O=C(NCC[C@H]1CC[C@H](NC(=O)C2CCOCC2)[C@H](CO)O1)Nc1ccc(Cl)cc1	-2	0.5	-4	2
C[C@@H]1CN([C@H](C)CO)C(=O)Cc2cc(NS(=O)(=O)c3ccc(Cl)cc3)ccc2O[C@@H]1CN(C)C(=O)Nc1ccccc1	-6	-2.9	9	16
CC(C)NC(=O)N(C)C[C@@H]1OCCCC[C@H](C)Oc2ccc(NC(=O)NC3CCCCC3)cc2C(=O)N([C@H](C)CO)C[C@@H]1C	-6	-0.6	25	28
COCC(=O)N[C@H]1CC[C@H](CC(=O)N2CCCCC2)O[C@@H]1CO	.	-1.2	-1	0
Cc1ccccc1S(=O)(=O)N1CC[C@H]2[C@H](CO)Nc3ccc(-c4ccccc4F)cc3[C@H]21	3	-1.9	109*	-7
COc1cccc(CN2[C@H](CO)[C@@H](c3ccccc3)C23CN(Cc2ccccc2OC)C3)c1	20	0.8	.	-90*
CN(C)C(=O)C[C@H]1CC[C@H]2[C@@H](COC[C@@H](O)CN2S(=O)(=O)c2ccccc2)O1	3&-4	0.1	.	19
CCCNC(=O)Nc1ccc2c(c1)OC[C@@H](C)N(CCC(F)(F)F)C[C@@H](C)[C@H](OC)CN(C)C2=O	4	-0.1	.	-66
CC(=O)N1[C@H](CO)[C@H](c2ccccc2)[C@@H]1CNC(=O)c1ccncc1	-7	-0.9	.	26
C[C@H](CO)N1C[C@H](C)[C@H](CN(C)C(=O)Nc2ccccc2)Oc2c(NC(=O)C3CCCCC3)cccc2C1=O	1	-0.8	40	-21
Cc1ccc(S(=O)(=O)N(C)C[C@H]2Oc3c(NC(=O)Nc4ccc5c(c4)OCO5)cccc3C(=O)N([C@@H](C)CO)C[C@@H]2C)cc1	1	0.3	61	-28
COc1cccc(NC(=O)N(C)C[C@H]2Oc3cc(C#Cc4ccc(F)cc4)ccc3S(=O)(=O)N([C@H](C)CO)C[C@@H]2C)c1	1	-2.1	94*	-67
C[C@H](CO)N1C[C@H](C)[C@H](CN(C)C(=O)C2CCC2)Oc2ncc(-c3cccc(C#N)c3)cc2C1=O	-3	-0.1	-53	36
CCC(=O)N1CC2(CN(Cc3ccncc3)C2)c2c(n(C)c3cc(OC)ccc23)[C@@H]1CO	-1	1.5	.	-32
COc1ccccc1NC(=O)N1CCCCN2[C@@H](CO)[C@H](c3ccc(-c4ccccc4)cc3)[C@@H]2C1	51	.	102*	2
